# Source: PubChem
# Tat transport: blocks Tat-dependent protein export in E. coli; E. coli MC4100 TorA-mCherry Tat export, fluorescence; inhibition, % at 10 µM; 0.036% of 340,000 active;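 active = mean replicate inhibition at least 50% and at least half of replicates individually reaching 50%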;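 note: exported cargo escapes ClpAP degradation while cytoplasmic cargo is degraded and loses fluorescence; 0% = median of neutral control wells and 100% = median of NaSCN control wells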
# V-ATPase pHluor: alters yeast V-ATPase proton transport; S. cerevisiae, pHLuorin cytosolic pH fluorescence; response, % at 10 µM; 0.37% of 350,000 active; in the data active = response mostly above about 7.3%, no sharp cut-off; inactive = mostly below about 5.4%; note: actives read high; inactives centre near 0; some compounds called inactive have numbers as strong as hits; reference of the scale not given here
# CAL PDZ FP-1: inhibitors of human CAL PDZ peptide binding; 0.92% of 300,000 active; Q9HD26; AID 602252; inhibition, % at 24.9 µM; purified CAL PDZ, TMR-peptide fluorescence polarization, 1 h;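 active = mean inhibition of at least 30% with at least half of replicates also reaching 30%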;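 note: 0% = DMSO neutral control and 100% = excess unlabeled competitor peptide PRC23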
# CDK5 p35 inh: inhibitors of human CDK5/p35 kinase; AID 488839; Recombinant CDK5/p35, ADP-Glo luminescence, 60 min; 0.01% of 330,000 active; Q00535+Q15078; inhibition, % at 10 µM;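 active = highest replicate inhibition of at least 50% and at least 75% of replicates reaching 50%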;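 note: plate controls were DMSO neutral control for no effect and GW8510 at 10 µM for full effect; many of its hits are not listed in these tables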
# Target sequence (Q00535 whole entry, looked up): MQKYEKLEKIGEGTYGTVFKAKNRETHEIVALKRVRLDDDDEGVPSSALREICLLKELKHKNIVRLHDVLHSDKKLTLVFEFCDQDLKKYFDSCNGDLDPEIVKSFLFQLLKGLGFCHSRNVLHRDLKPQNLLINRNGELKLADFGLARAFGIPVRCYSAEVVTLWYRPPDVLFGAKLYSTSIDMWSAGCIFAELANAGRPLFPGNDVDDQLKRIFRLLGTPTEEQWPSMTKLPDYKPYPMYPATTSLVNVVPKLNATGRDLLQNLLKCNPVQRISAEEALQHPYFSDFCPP
# Target sequence (Q15078 whole entry, looked up): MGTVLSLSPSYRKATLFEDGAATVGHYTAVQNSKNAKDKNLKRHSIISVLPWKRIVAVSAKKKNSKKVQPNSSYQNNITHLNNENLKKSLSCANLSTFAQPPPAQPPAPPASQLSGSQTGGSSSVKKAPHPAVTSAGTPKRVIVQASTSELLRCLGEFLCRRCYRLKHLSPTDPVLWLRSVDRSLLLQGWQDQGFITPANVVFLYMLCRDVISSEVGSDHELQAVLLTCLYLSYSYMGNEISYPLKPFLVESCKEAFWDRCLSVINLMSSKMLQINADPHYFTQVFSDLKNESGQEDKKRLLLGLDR
# MITF TRPM1 HTS: MITF TRPM1 promoter activation in melanoma cells | activation, % at 12.5 µM | 0.75% of 300,000 active | SK-MEL-5 TRPM1-promoter luciferase, 24 h; % of positive control, neutral wells = 0;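 active = mean activation of at least 80% with every replicate also reaching 80%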;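 note: 0% = neutral control wells and 100% = parthenolide positive control wells; values of inactives mirror those of a sister screen read the other way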
# dFosB act: mouse delta FosB homodimer activation | AID 493131 | purified delta FosB, TAMRA-CDK5 oligo fluorescence polarization; percent of positive-control signal above neutral wells | P13346 | activation, % at 25 µM | 0.99% of 340,000 active;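 active = mean activation above about 17%, with every replicate also reaching it, limit read from the data, passing the limit was not always enough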;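 note: fluorescence polarization rise as delta FosB binds a TAMRA Cdk5 AP-1 oligo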
# Target sequence (P13346 whole entry, looked up): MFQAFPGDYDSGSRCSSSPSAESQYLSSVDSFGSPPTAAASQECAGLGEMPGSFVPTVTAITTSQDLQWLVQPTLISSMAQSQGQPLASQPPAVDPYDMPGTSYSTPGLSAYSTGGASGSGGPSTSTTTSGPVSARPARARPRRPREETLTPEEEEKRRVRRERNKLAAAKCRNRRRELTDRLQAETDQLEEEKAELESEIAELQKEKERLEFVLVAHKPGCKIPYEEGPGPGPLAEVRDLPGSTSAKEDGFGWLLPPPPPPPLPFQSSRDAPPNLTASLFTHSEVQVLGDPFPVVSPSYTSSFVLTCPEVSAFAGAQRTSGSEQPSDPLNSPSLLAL
# Rtt109 Vps75: blocks Candida albicans Rtt109/Vps75 acetyltransferase activity. purified Rtt109/Vps75, ThioGlo CoA-SH fluorescence, 4 h. inhibition, % at 34.9 µM. Q5AAJ8. 0.16% of 330,000 active;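 active = inhibition of at least 50% in every replicate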
# RTF Ca sens act: cardiac RTF calcium sensitization; IANBD-labeled TnC RTF fluorescence at EC20 calcium; 0% EC20 calcium, 100% full calcium; activation, % at 7.2 µM; 0.24% of 340,000 active;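 active = activation above the mean over all tested compounds plus 3 SD, cut at about 30% in these data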;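 note: rise in fluorescence read as greater calcium sensitivity of cardiac thin filaments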
# CAL PDZ FP-2: inhibitors of human CAL PDZ peptide binding. inhibition, % at 20 µM. purified CAL PDZ, TMR-peptide fluorescence polarization, 1 h. 0.02% of 330,000 active. AID 504414. Q9HD26;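 active = highest replicate inhibition of at least 40%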;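 note: plate controls were DMSO neutral control wells for no effect and unlabeled competitor peptide control wells for full effect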
#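 Assay system – tagged CAL PDZ protein CerCALP, purified · Timing – 1 h at RT · Compound – single point, 20 µM · Measured by – fluorescence polarization from S- and P-plane intensities, G-factor corrected · Evaluation – inhibition from polarization loss · Probe or stimulus – TMR reporter peptide T*-PRC34 · Buffer or medium – pH 7.4 phosphate-saline buffer, reducing agent, detergent, IgG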
# Wnt bcat act: activators of Wnt/beta-catenin signaling; Wnt/beta-catenin reporter cell assay, activator, plate reader; activation, % at 9.35 µM; 1.2% of 300,000 active; in the data active = activation above about 30%, passing the limit was not always enough;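 note: 0% = neutral control wells and 100% = positive control wells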
# * marks the source's active call; other numbers are inactive results; · = not tested or not shown. Rows are unselected (roughly 4.1% active in at least one column).
SMILES,Tat transport,V-ATPase pHluor,CAL PDZ FP-1,CDK5 p35 inh,MITF TRPM1 HTS,dFosB act,Rtt109 Vps75,RTF Ca sens act,CAL PDZ FP-2,Wnt bcat act
O=C(Nc1ccc2c(c1)OCO2)c1cccc(S(=O)(=O)N2CCCC2)c1,-4,0,4,0.2,13,3,2,-1,-1.0,-1
C=CCSc1ncc(C(=O)OCC)c(N)n1,-15,-1,-11,2.7,28,-13,6,-7,·,11
Cc1ccc(Cl)cc1NC(=O)C1CCCN(S(=O)(=O)c2c(C)noc2C)C1 (configuration not stated),0,0,-2,0.7,-6,2,0,3,·,-5
CC(=O)c1c(C)[nH]c(C(=O)OCC(=O)Nc2ccc(Cl)cc2[N+](=O)[O-])c1C,16,0,0,-1.5,-7,-4,1,0,-0.6,1
COc1ccc(-n2c(O)cnc2Nc2nc(C)cc(C)n2)cc1OC,-9,0,8,0.2,4,3,-9,0,0.6,-2
CC(C)C(c1nnnn1CC1CCCO1)N1CCN(Cc2ccc3c(c2)OCO3)CC1 (configuration not stated),-4,-1,0,-0.5,9,1,2,-3,0.4,-2
O=C(O)C1CCN(Cc2oc(CO)cc(=O)c2O)C1 (configuration not stated),-6,-3,-4,0.7,-37,2,-6,-6,-0.2,-2
O=C(Nc1ccccc1Cl)c1cccc(NC(=O)C2CCCC2)c1,-5,-7,-6,2.3,·,-15,12,4,-2.1,1
CCOC(=O)Cn1nc(-c2ccc(C)cc2)c2ccccc2c1=O,-2,-2,-5,0.7,14,-6,2,1,-2.5,3
C=CCSc1nnc(Cc2c(C)[nH]c3ccccc23)o1,1,1,·,-2.2,-7,-1,2,-2,-0.2,4
CCC[C@@H](NS(=O)(=O)c1ccc(C)cc1)C(=O)Oc1ccc2c3c(c(=O)oc2c1)CCC3,0,-4,-2,-0.9,-1,-14,3,2,-2.8,·
O=C(CNC(=O)c1ccco1)N/N=C/c1ccc(O)c([N+](=O)[O-])c1,-12,-3,0,-1.2,-8,2,-2,-1,-1.8,-1
Cc1nn(Cc2ccc([N+](=O)[O-])cc2)c(=O)n1-c1cccc(F)c1,0,0,-1,-1.1,·,0,4,2,-0.7,-1
CC(C)(C)N(Cc1ccccc1)C(=O)COC(=O)C1=NN(c2ccccc2)C(=O)CC1,-6,3,-2,-0.8,-3,-11,-3,-6,-1.7,2
CC(C)CN(C(=O)COc1ccc2ccc(=O)oc2c1)C1CCS(=O)(=O)C1 (configuration not stated),-5,-4,-1,-1.3,4,-17,-4,2,-5.7,-1
Cc1ccc(N(Cc2ccc([N+](=O)[O-])cc2)C(=O)c2ccco2)cc1C,0,0,·,0.6,1,-16,3,1,-0.6,-2
CC(C)C(NC(=S)NCc1ccccc1)C(=O)O (configuration not stated),-2,-4,0,1.3,12,1,-2,-3,-0.5,·
CCn1nc(C)c(NC(=O)/C=C/c2cnn(C)c2C)c1C,4,-3,·,0.6,3,-3,3,1,-0.4,·
CCc1nn(CC(=O)NCCN2CCN(C)CC2)c(=O)c2cc3c(OC)cccc3n12,7,2,-7,0.3,12,-6,3,-2,0.0,-3
Cc1ccc(NCc2nc3ccccc3n2C)c(C)c1,-8,-1,-5,3.4,-16,-2,1,1,0.2,40*
Cn1ccnc1/C(=N\NC(=O)c1ccc(O)cc1)c1cccc([N+](=O)[O-])c1,-4,4,-1,1.3,2,-6,-3,12,0.3,-2
O=C(Nc1ccccc1)c1sc2cc(C(F)(F)F)cnc2c1-c1cccs1,1,-8,·,-1.0,8,-4,-2,-1,-0.9,·
CC(=O)Nc1c2c(nn1-c1ccc(C)cc1)CSC2,-1,-7,·,0.4,2,-7,-13,-6,-0.2,0
c1ccc(Cn2ncc3c(NCc4ccco4)ncnc32)cc1,-1,0,-2,-0.3,-8,-4,1,3,-3.6,0
CCOc1ccc(S(=O)(=O)N2CCCCC2)cc1NS(=O)(=O)c1cccs1,-2,-3,0,-0.4,11,-4,0,-4,-1.1,5
Cc1cccc(C)c1NC(=S)/C(=C(\[O-])c1cccs1)[n+]1ccccc1,-2,6,-2,0.7,-1,5,-4,-1,0.7,-4
CN(CCOc1ccccc1)C(=O)c1cc(-c2ccco2)nc2ccccc12,-5,3,·,-0.5,-8,-23,-1,1,-0.3,2
Cc1c(NCc2ccccc2O)c(=O)n(-c2ccccc2)n1C,3,-1,-4,-0.1,-2,-2,3,0,-2.1,2
O=C(O)C1C2C=CC(C2)C1C(=O)Nc1ccc(C(=O)N2CCCCC2)cc1 (configuration not stated),-7,-4,-1,-0.3,10,-1,11,-5,-1.9,·
CN(c1ccc(C(=O)Nc2ccc(Cl)cn2)cc1)S(=O)(=O)c1ccccc1,-4,-3,-5,-1.0,12,0,32,9,-1.1,-1
CC(=O)OCC1OC(OC(C)=O)C(NC(=O)c2cccnc2)C(OC(C)=O)C1OC(C)=O (configuration not stated),0,6,2,-0.1,-1,2,1,-4,0.6,-3
CCN1CCN(c2c(Cl)cccc2NC(=O)c2cc3ccccc3o2)CC1,-2,4,·,2.1,5,-16,-2,-5,-2.0,1
O=C(COC(=O)c1cccc2ccccc12)NCCCc1ccccc1,2,-2,-2,-1.7,0,2,7,2,-0.2,-1
CCOc1ccccc1NC(=O)c1ccc(S(=O)(=O)N(C)C)cc1,-5,5,0,1.8,·,-6,-5,1,0.3,-4
Cc1c(NC(=S)N/N=C/c2cc([N+](=O)[O-])ccc2O)c(=O)n(-c2ccccc2)n1C,2,-2,-3,-7.6,5,-16,14,0,-2.1,-6
O=C(C[C@@H]1C/C=C\CC[C@H](Cc2ccc(F)cc2)C(=O)OC[C@@H](Cc2ccccc2)NC1=O)NCCO,-6,-1,10,0.9,2,-13,-2,-1,-1.4,-2
Cc1cccc(C)c1NC(=O)COC(=O)C1Cc2ccccc2CN1C(=O)c1ccccc1 (configuration not stated),-6,0,-2,0.8,-6,-6,9,-6,-2.1,·
O=C1CCCC2=C1Sc1ccc(Cl)cc1N2,-6,4,1,-0.6,·,5,-3,8,0.8,7
O=C1OCC2=C1C(c1ccccc1)CC(=O)N2c1cccc(F)c1 (configuration not stated),-13,18*,-1,0.3,-1,-12,-2,11,-1.0,0
O=C1CN(C(=O)c2ccc(Cl)c(S(=O)(=O)N3CCc4ccccc43)c2)c2ccccc2N1,7,-1,-3,-2.3,-28,1,25,-1,-0.7,-8
NC(=O)COC(=O)C1CSC2(c3ccc(F)cc3)CCC(=O)N12 (configuration not stated),-1,1,·,0.8,-6,-4,1,1,-0.2,2
CCc1ccc2c(CN3CCN(S(=O)(=O)c4ccc5c(c4)OCCO5)CC3)cc(=O)oc2c1,-5,-2,-5,-0.6,-11,-3,12,-3,-1.4,·
CCN(CC)c1ccc(/C=N/NC(=O)c2cccc(S(=O)(=O)Nc3ccccc3OC)c2)c(O)c1,-4,0,-2,0.5,-71,-19,1,8,-0.6,-1
COc1ccccc1NC(=O)CN(c1ccccc1)S(=O)(=O)c1ccccc1,0,6,·,-1.0,8,-12,8,5,0.4,-2
COc1cc(C(=O)Nc2ccc3c(c2)OCCO3)c(-n2cnnn2)cc1OC,4,5,-4,2.1,·,-5,-5,3,-1.2,-5
N#C/C(=N\Nc1ccc(Cl)cc1)C(=O)c1ccccc1,12,-5,-4,0.4,-8,-9,28,-8,-1.9,3
CC(Oc1ccc(Cl)cc1Cl)C(=O)NNC(=O)c1ccncc1 (configuration not stated),-5,1,-4,-6.1,-4,-9,3,-2,-1.8,-4
CCCCCN1CSC(=S)N(Cc2ccccc2)C1,-12,6,46*,1.0,-18,-11,4,-1,-0.2,·
O=C(NC1CCCCC1)c1cccc2c1C(=O)c1ccc(-c3ccc(OC(F)(F)F)cc3)cc1S2(=O)=O,-7,-1,-3,-0.1,-26,0,21,-2,0.3,-5
CCn1c(SCC(=O)NNC(=O)Cc2ccccc2)nnc1-c1ccncc1,-5,-2,0,0.5,-6,8,0,-3,-2.6,-3
# Additional results follow:
SMILES,Tat transport,V-ATPase pHluor,CAL PDZ FP-1,CDK5 p35 inh,MITF TRPM1 HTS,dFosB act,Rtt109 Vps75,RTF Ca sens act,CAL PDZ FP-2,Wnt bcat act
Clc1ccc(-c2ccc(CN3CCCCC3)o2)cc1,11,1,-4,1.2,·,7,-6,1,0.0,2
C=CCn1c2ccccc2c(=O)c2cc(C#CC3(O)CCCCC3)ccc21,-4,-6,-3,1.7,69,5,1,-1,-0.9,8
CCC(C(=O)NCCc1ccco1)n1nc(C)c2c(C)n(-c3ccccc3)nc2c1=O (configuration not stated),0,-2,5,0.8,8,-1,-5,2,-0.3,-1
CCOC(=O)c1cn(CC)c2c(ccc3ccccc32)c1=O,8,1,-6,-0.6,·,-24,4,0,-0.9,3
O=C(NCc1ccc(F)cc1)C(c1cccs1)N(C(=O)c1csnn1)C1CC1 (configuration not stated),-2,-1,·,-3.8,3,-6,-7,3,-0.4,-3
O=C(O)c1ccc(N=c2oc3cc(O)ccc3cc2C(=O)NCc2ccccc2)cc1,0,0,-15,0.6,37,-7,-207,11,-4.2,5
Cc1ccccc1C(=O)N1CCC(C(=O)N(CC(C)C)c2c(N)n(CC(C)C)c(=O)[nH]c2=O)CC1,0,2,-1,-4.5,-3,-4,0,5,-2.5,-4
Cc1ccc(NC(=O)CSc2nc3c(c(=O)[nH]2)CCCC3)cc1C,8,-3,3,-0.8,-9,6,-1,-1,-1.1,-1
CN1C(=O)C2C(c3ccc(N(C)C)cc3)=NN(Cc3ccccc3)C2C1=O (configuration not stated),5,5,-3,0.4,6,-6,2,-5,-1.0,1
CCOc1ccc(OCC)c(NC(=O)CN(c2ccc(C)cc2)S(=O)(=O)c2c(C)noc2C)c1,1,1,4,1.4,1,-11,-3,-10,-2.9,·
Cc1cc(/C=C2/SC(=S)N(c3cccc(Cl)c3)C2=O)c(C)n1-c1cccnc1,-9,2,-2,0.8,-7,-2,-2,14,-2.7,-12
CCCCNC(=O)COC(=O)CCC(=O)c1ccc(F)cc1,7,2,·,-1.5,·,-2,3,-3,0.0,·
COc1cc(C)c(-c2cc(C(=O)O)c(C)o2)cc1C(C)C,-3,2,-3,-0.3,-13,0,-6,0,-0.4,·
CC(=O)Nc1cc(C(=O)OCC(=O)c2ccc(Cl)cc2Cl)ccc1C,-7,1,-4,-1.8,·,4,-15,-2,-1.1,·
COc1ccccc1N1CCN(C(=O)CSc2nc3ncnc(N)c3[nH]2)CC1,-4,-2,-6,0.3,-6,-7,-1,0,0.4,-8
Cc1ccc(C)n1CCN1CCN(C(=O)CSc2nc3ccccc3nc2N2CCOCC2)CC1,-2,-2,-3,0.7,-1,1,3,2,0.5,·
CC(=O)N1CCc2c(sc(NC(=O)CCS(=O)(=O)c3ccc(C)cc3)c2C#N)C1,3,0,-2,0.8,0,-16,3,-4,-1.9,11
Clc1nc(-c2ccccc2)cc(-c2ccccc2)n1,-1,-1,-3,1.4,-1,-9,5,5,-1.3,3
Cn1cnnc1Sc1cc(N2CCN(S(=O)(=O)c3ccc4ccccc4c3)CC2)ccc1[N+](=O)[O-],-1,-2,-3,·,-15,19*,8,1,0.2,·
